# Assay outcomes (PubChem)
# HT1080NT lethal – kills 2HG-producing HT-1080-NT fibrosarcoma cells; HT-1080-NT fibrosarcoma viability, CellTiter-Glo ATP luminescence, 48 h; Potency, µM (doses to about 46.1 µM), for inactives: at the highest dose activity, negative = less viability, most hits filed as cytotoxic; 360,000 tested, 1.6% active; AID 686970;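 also: NT is the 2HG producing partner of a matched IDH1 knockdown line; potency is read from the fitted curve at half-maximal effect; 0% = DMSO-treated cells and -100% = media-only wells without cells; nearly all actives have a fitted effect of over 55% in size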
#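 750 cells/well, RPMI + 5% FBS; 2 h settle, compound pin-transfer, 48 h at 37 degrees C. CellTiter-Glo 10 min RT, luminescence. Normalized to DMSO and media-only wells.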
# HT1080 IDH1KD tx – HT-1080 IDH1 knockdown cell toxicity (counter line); HT-1080 IDH1 knockdown viability, ATP luminescence, 48 h; Potency, µM (highest dose often 46.1 µM), without a hit: top-dose activity, negative = toxicity, hits mostly cytotoxic; 360,000 tested, 2% active; AID 686971;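 also: potency is read from the fitted curve at half-maximal effect; 0% = DMSO wells and -100% = cell-free medium wells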
#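 HT-1080-IDH1KD cells (IDH1 knocked down), 750/well in RPMI with 5% FBS, treated with compound 48 h at 37 degrees C. Viability by CellTiter-Glo luminescence, normalised to DMSO and no-cell wells; concentration-response curves classed.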
# IL-1B inflam inh – inflammasome signaling inhibition, IL-1 beta readout. THP-1 LPS/ATP IL-1B secretion, AlphaLISA, 16 h; stronger effect = lower value. activity change, % at 57.5 µM. 360,000 tested, 4.7% active; in the data active = activity change below about -50%; inconclusive = mostly about -30% to -49%; also: % is scaled to controls: 0 for no effect and ±100 for the full control effect
#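 Secreted IL-1B measured by AlphaLISA bead assay after 16 h compound exposure of THP-1 cells; compounds (final up to 57.5 uM) added 1 h before LPS (250 ng/mL) and ATP (1.25 mM) stimulation; lower signal means less secretion.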
# MCF10A rerep – inducers of DNA re-replication in MCF 10A breast cells; MCF 10A DNA re-replication, Hoechst nuclear intensity, 48 h; Potency, µM (doses to about 46.1 µM), for the others: top-dose activity, positive = re-replication, hits mostly activators; 350,000 tested, 2.9% active; also: potency is read from the fitted curve at half-maximal effect; % of control where 0% means no effect; nearly all actives have a fitted effect of over 50% in size
# ATXN2 expr inh – reduces ATXN2 reporter expression in HEK-293 cells. 360,000 tested, 0.72% active. Potency, µM (doses to about 57 µM), for inactives: at the highest dose activity change, negative = inhibition, hits mostly inhibitors. HEK-293 ATXN2-luciferase reporter, luminescence, 24 h. AID 1745845; also: potency is read from the fitted curve at half-maximal effect; % is scaled to controls: 0 for no effect and ±100 for the full control effect; nearly all actives have a fitted effect of over 55% in size
#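 ATXN2-luciferase reporter cells (luciferase flanked by upstream and downstream ATXN2 gene portions) were treated 24 h at 37 °C with compounds at up to 57 uM. SteadyGlo luminescence gave expression; GF-AFC fluorescence gave viability.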
# SW480 rereplic – DNA re-replication induction in SW480 cells | Potency, µM (titrated, usually from 46.1 µM), for the others: top-dose re-replication activation, hits mostly activators | SW480 DNA re-replication, Hoechst DNA content imaging, 48 h | 340,000 tested, 1.8% active; also: potency is read from the fitted curve at half-maximal effect; % of control where 0% means no effect; nearly all actives have a fitted effect of over 55% in size
#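 Quantitative HTS format with DMSO vehicle controls; 48 hr drug incubation at 37 C, then 40 min Hoechst staining and scanning imager measurement at 405 nm excitation.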
# ATXN viability – cell viability loss in ATXN counter-screen. Potency, µM (highest dose often 56.7 µM), usual class: cytotoxic. 400,000 tested, 0.49% active. S2 cells (HEK-293 line with an ATXN2-luciferase reporter) viability, CellTiter-Fluor protease fluorescence, 24 h; also: potency is read from the fitted curve at half-maximal effect; nearly all actives have a fitted effect of over 40% in size
# HepG2 viability – HepG2 cytotoxicity, counter-screen for TGF-b inhibitors. HepG2 CAGA-GFP viability, ATP luminescence, 18 h. Potency, µM (titrated, usually from 46.1 µM), for the others: top-dose activity change, negative = cytotoxicity, usual class: cytotoxic. 410,000 tested, 0.76% active. AID 588856; also: potency is read from the fitted curve at half-maximal effect; some results filed as inactive show a strong effect at the top dose
#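 CellTiter-Glo luminescence gave cytotoxicity after 18 hours at 37 degrees C. The cells were HepG2 CAGA-GFP in 1% FBS DMEM, stimulated with 500 pg/mL TGF-beta after compound addition. %Activity was normalised to no-cell wells (complete cell-killing) and DMSO (no toxicity), and curves were fitted and classified.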
# KB-3-1 cytotox – KB-3-1 parental cell cytotoxicity; KB-3-1 viability, CellTiter-Glo ATP luminescence, 72 h; Potency, µM (doses to about 46.1 µM), without a hit: top-dose activity change, negative = cytotoxic, hits mostly cytotoxic; 400,000 tested, 1.4% active; also: potency is read from the fitted curve at half-maximal effect; % is scaled to controls: 0 for no effect and ±100 for the full control effect; nearly all actives have a fitted effect of over 60% in size
#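 Multi-concentration cytotoxicity screen in KB-3-1 cells grown in DMEM lacking phenol red with 10% FBS. After 72 h at 37 °C with compound, ATP-dependent luminescence was recorded.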
# * marks the source's active call; other numbers are inactive results; i = inactive; ? = inconclusive; nt = no result given; & = joins results of further samples; [ ] = dose if it differs, or a comment. Unless noted, calls follow the shape of the dose curve; as a rule, active = well fitted curve in the direction sought with a large enough effect; inconclusive = small, poorly fitted or top-dose-only effect, or another doubt; inactive = no such curve, though single readings can be large; an effect the other way counts as inactive or inconclusive. No enrichment for hits. About 8.9% of those tested had a hit in this group.
SMILES,HT1080NT lethal,HT1080 IDH1KD tx,IL-1B inflam inh,MCF10A rerep,ATXN2 expr inh,SW480 rereplic,ATXN viability,HepG2 viability,KB-3-1 cytotox
Cc1cccc(NC(=O)c2ccc(NCCc3ccccc3)c([N+](=O)[O-])c2)c1,-1%,-3%,-8,15%,-15%,-8%,i,30%,-1%
O=C(COC(=O)c1cccc(O)c1)Nc1ccc(S(=O)(=O)N2CCOCC2)cc1,-1%,3%,?,-5%,3%,9%,i,5%,16%
CCc1ccc(C(=O)OCC(=O)Nc2c(C)n(C)n(-c3ccccc3)c2=O)cc1,-5%,1%,-28,nt,nt,nt,i,-5%,7%
CCOc1ccc(N(CC(=O)NCCc2ccc(F)cc2)S(=O)(=O)c2ccccc2)cc1,-2%,-17%,-16,11%,-3%,13%,i,3%,-17%
Cc1ccc(-n2c(SCC(=O)N3CCOCC3)nnc2-c2cccnc2)cc1C,-1%,0%,-7,-1%,1%,-1%[9.22 µM],i,-1%,3%
C=CC(=O)Nc1cccc(Oc2ccnc(Nc3ccc(N4CCN(C)CC4)cc3)n2)c1,-24%,-19%,-101*,18µM*,0%,?,?,-10%,?
CCOc1ccc(NC(=O)CCn2cccc2)cc1,18%,16%,-13,-9%,25%,-5%,i,-5%,0%
CCOc1ccc(N2C(=O)CC(SC(=NC)Nc3cccc(OC)c3)C2=O)cc1 (stereo unspecified),-18%,-9%,-12,3%,-18%[11.3 µM],12%,i,0%,3%
CCOC(=O)CC(NC(=O)Cc1cccs1)c1ccccc1Cl (stereo unspecified),4%,6%,-2,-1%,7%,8%,i,7%,-4%
O=C(Nc1nnc(-c2ccccc2Cl)o1)c1ccc(S(=O)(=O)N2CCCCCC2)cc1,4.1µM*,8.2µM*,43,4µM*,?,?,?,-7%,?
COc1ccc(NC(=O)C(C)N2c3cccc4cccc(c34)S2(=O)=O)cc1 (stereo unspecified),-20%,-18%,-18,-23%,-7%,4%,i,-37%,-4%
CN1Cc2ccccc2N(CC(=O)NCc2ccccc2)C1=O,9%,0%,-24,1%,6%,-6%,i,-3%,-7%
Cc1c(C)c(C)c(/C=[N+](/C)[O-])c(C)c1C,8%,16%,5,-2%,-3%,-2%,i,20%,6%
Cc1nnc2ccc(N3CCCCC3)nn12,12%,17%,24,1%,7%,-10%,i,-34%,-9%
CCN(CC(=O)Nc1ccc(OC)cc1)C(=O)CSCC(=O)Nc1ccc(C)cc1,-3%,1%,13,-1%,3%,-3%,i,1%,9%
CSc1ncc(C(=O)N2CCN(c3cccc(Cl)c3)CC2)c(C)n1,nt,nt,nt,nt,-31%,nt,i,-35%,1%
CC1(C)Cc2ccccc2-c2nc(NCCCO)n(-c3ccccc3)c(=O)c21,5%,1%,-8,7%,-9%,-1%,?,-32%,8%
O=C(CC1C(=O)NCCN1Cc1c(F)cccc1Cl)NCc1ccccc1 (stereo unspecified),2%,7%,15,-5%,-2%,-13%,i,-9%,11%
CCOC(=O)C(=CNc1cc(C)nn1C(C)(C)C)C(=O)OCC,2%,-14%,28,?,-5%,3%,i,-4%,-3%
Cc1cccc(NC(=O)c2cc(-c3ccccn3)nc3ccccc23)c1C,?,-21%,-27,?,?,16%,i,-7%,?
COCCN(C(=O)c1ccc(C)o1)c1c(N)n(CC(C)C)c(=O)[nH]c1=O,-6%,-7%,-9,1%,-4%,-2%,i,-69%,6%
CC(=O)c1sc(NC(=O)COc2ccc([N+](=O)[O-])cc2)nc1C,10%,4%,-13,?,20%,?,i,-3%,0%
COC(=O)C1CC(O)CN1S(=O)(=O)c1cccs1 (stereo unspecified),0%,20%,0,0%,8%,-8%,?,-3%,5%
Cc1ccccc1NC(=O)CCS(=O)(=O)c1cc(Br)cc2c1N(C(=O)C1CC1)CC2,nt,nt,nt,nt,-6%,nt,i,2%,2%
COc1cc(CCC(=O)OCC(=O)NCc2ccccc2)cc(OC)c1OC,-7%,8%,4,15%,-2%,8%,i,-19%,2%
O=C(Nc1ccc(C(=O)N2CCOCC2)cc1)C1CCCC1,0%,7%,-15,7%,2%,-63%[inhibitor],i,8%,0%
Cc1cc(C)c(NC(=O)Cn2c(=O)n(CCC(=O)N3CCc4ccccc4C3)c(=O)c3ccccc32)c(C)c1,nt,nt,nt,nt,-31%,nt,?,-25%,-5%
Nn1c(Cc2ccccc2F)nnc1SCC(=O)N1CC(=O)Nc2ccccc21,18%,13%,12,-1%,3%,1%,i,-3%,15%
N#Cc1cccc(Oc2ccc(-c3cnc4ccccc4n3)cc2)c1C#N,4%,5%,-5,4%,-6%,-4%,i,3%,-25%
CC(C(=O)NC(C)(C)C)n1c(C(c2ccccc2)c2ccccc2)nc2ccccc21 (stereo unspecified),-29%,?,-2,nt,nt,nt,nt,nt,-9%
Cc1ccc(NC(=O)CN(C)c2ccc(S(=O)(=O)N3CCN(C)CC3)cn2)cc1,-2%,-1%,8,12%,-5%,1%,i,-13%,6%
CC(C)Cc1ccc(-c2cc3nc(NCc4cccc(Cl)c4)ccn3n2)cc1,23µM*,21µM*,17,nt,9%,nt,?,-62%,-8%
CS(=O)(=O)c1ncc(N(Cc2ccco2)Cc2cccs2)c(C(=O)Nc2ccccc2F)n1,nt,nt,nt,nt,7%,nt,i,7%,-8%
CCn1nnc(NC(=O)c2ccc(-c3ccc(Cl)cc3)o2)n1,1%,-5%,-5,23%,39%[activator],-1%,i,-18%,12%
Cc1ccc2nc(Cl)c(C#N)cc2c1,14%,13%,0,0%,4%,0%,nt,42%,-2%
COc1ccc(-c2sc3ccccc3c2C#CCO)cc1,-13%,-13%,10,15%,-7%,-6%,i,-20%,?
COc1ccc(C(=O)Nc2nc3c(s2)CCc2cc(OC)ccc2-3)cc1,nt,nt,nt,nt,?,nt,?,-22%,-8%
Cc1ccccc1C(=O)Nc1ccc2nc(SCCOc3ccccc3)sc2c1,nt,nt,nt,nt,-3%,nt,i,0%,-1%
CC1=CC(C)(C)Nc2ccc(OC(=O)CN3C(=O)C4CCCCC4C3=O)cc21 (stereo unspecified),-21%,?,-98*,7.3µM*,32µM*,21µM*,?,-81%,8%
O=C(NCCc1nc(-c2ccccc2)no1)c1ccccc1,0%,-1%,5,1%,-3%,-9%,i,0%,0%
COC(=O)c1cc(OC)c(OC)cc1NC(=O)C(C)c1ccc([N+](=O)[O-])cc1 (stereo unspecified),0%,5%,2,20%,nt,0%,i,3%,3%
O=c1c2ccccc2c(C=NCCc2ccccc2)c(O)n1Cc1ccccc1,0%,-5%,?,22%,?,15%,?,-19%,-27%
CCCOc1ccc(-c2nnc(-c3cccs3)o2)cc1,3%,-1%,-25,24%,-7%,2%,i,-7%,-6%
O=C(Nc1ccc(N2CCOCC2)c(Cl)c1)c1c(F)c(F)c(F)c(F)c1F,-20%,-11%,-12,?,13µM*,?,i,0%,-6%
COc1ccc(CNC(=O)CCS(=O)(=O)c2cc3c(cc2Cl)NC(=O)CO3)cc1,1%,1%,-2,-3%,2%,?,i,-5%,-1%
Cn1c2ccccc2c(=O)c2ccc(F)cc21,7%,2%,-51*,?,5%,16µM*,nt,2%&45%,-21%&-12%
Cc1ccc(-n2c(-c3ccco3)nc3nc4ccccc4nc32)cc1,1%,-18%,-11,?,nt,1µM*,i,0%,-1%
COCCn1nnnc1C(c1ccccc1)N1CCN(C(=O)c2ccco2)CC1 (stereo unspecified),7%,10%,-2,1%,4%,-7%,i,9%,-1%
CC(CC(=O)N1CCN(S(=O)(=O)c2ccc([N+](=O)[O-])cc2)CC1)c1ccccc1 (stereo unspecified),-11%,-2%,0,4%,-12%,-21%,i,-13%,0%
O=C(COC(=O)c1cccc(S(=O)(=O)N2CCCC2)c1)Nc1ccccc1,27%,23%,-19,-44%[inhibitor],-19%,-10%,i,-10%,0%
O=c1c2c3n(c(=O)nc2[nH]n1-c1ccccc1)CCCCC3,13%,13%,-10,-8%,12%,-5%,i,-16%,-3%
Cc1cccc(C)c1OCC(=O)Nc1c(C(=O)c2ccccc2)oc2ccccc12,nt,nt,nt,nt,12%,nt,i,-4%,-23%
CN(Cc1ccc(Cl)c(Cl)c1)C(=O)C1=CC=CN2CCS(=O)(=O)N=C12,-2%,-15%,3,0%,nt,-12%,?,-20%,?
N#Cc1ccc(NC(=O)c2cc(S(=O)(=O)N3CCOCC3)ccc2N2CCCC2)cc1,-8%,-2%,-9,15%,4%,-12%,?,-69%,-10%
CCOC(=O)Cc1csc(SCc2nc3ccccc3c(=O)[nH]2)n1,2%,-1%,7,2%,-2%,3%,i,-4%,11%
COC(=O)c1nnn(CC(=O)NC(=O)Nc2c(C)cccc2C)c1C(=O)OC,10%,-2%,7,-93%[inhibitor],8%&-8%,-29%,i,1%&15%,11%&-2%
COC(=O)c1ccc(Cl)c(NC(=O)CN(c2ccccc2)S(=O)(=O)c2ccc(OC)cc2)c1,-1%,-10%,12,12%,-21%,3%,i,-7%,-18%
CNC(=O)NC(=O)C(C)OC(=O)c1c(C)noc1C (stereo unspecified),-3%,-2%,25,-3%,-6%,-9%,i,-10%,2%

# In another format: entries from further up
# Value order – HT1080NT lethal | HT1080 IDH1KD tx | IL-1B inflam inh | MCF10A rerep | ATXN2 expr inh | SW480 rereplic | ATXN viability | HepG2 viability | KB-3-1 cytotox
> CN(Cc1ccc(Cl)c(Cl)c1)C(=O)C1=CC=CN2CCS(=O)(=O)N=C12
  -2% | -15% | 3 | 0% | nt | -12% | ? | -20% | ?
> CNC(=O)NC(=O)C(C)OC(=O)c1c(C)noc1C (stereo unspecified)
  -3% | -2% | 25 | -3% | -6% | -9% | i | -10% | 2%
